Tb PFK inh – inhibitors of T. brucei phosphofructokinase; O15648; T. brucei PFK, ADP-Glo luminescence; Potency, µM (series often up to 57.5 µM), without a hit: top-dose activity, negative = inhibition, most hits filed as inhibitors; 330,000 tested, 0.17% active;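 also: potency is read from the fitted curve at half-maximal effect; 0% = uninhibited 1x PFK enzyme wells and -100% = no-enzyme wells; nearly all actives have a fitted effect of over 60% in size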
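Compounds were pin-transferred as a titration series up to 57 uM into substrate buffer (0.5 mM F6P, 0.1 mM ATP, pH 8.0), then 1.25 nM PFK was added and reactions ran 45 min before ADP-Glo detection.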
TSHR antag – blocks TSH signaling through the human TSH receptor | P16473 | 330,000 tested, 0.2% active | activity change, negative = inhibition, % at 11.5 µM | TSHR-expressing cells, TSH-stimulated cAMP HTRF, 2 h; active compounds read low;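 active = activity change below a set negative limit, meaning inhibition stronger than a set level, cut at about -70% in these data; inconclusive = activity change between two set negative limits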; also: % is scaled to controls: 0 for no effect and ±100 for the full control effect
Target sequence (P16473 whole entry, looked up): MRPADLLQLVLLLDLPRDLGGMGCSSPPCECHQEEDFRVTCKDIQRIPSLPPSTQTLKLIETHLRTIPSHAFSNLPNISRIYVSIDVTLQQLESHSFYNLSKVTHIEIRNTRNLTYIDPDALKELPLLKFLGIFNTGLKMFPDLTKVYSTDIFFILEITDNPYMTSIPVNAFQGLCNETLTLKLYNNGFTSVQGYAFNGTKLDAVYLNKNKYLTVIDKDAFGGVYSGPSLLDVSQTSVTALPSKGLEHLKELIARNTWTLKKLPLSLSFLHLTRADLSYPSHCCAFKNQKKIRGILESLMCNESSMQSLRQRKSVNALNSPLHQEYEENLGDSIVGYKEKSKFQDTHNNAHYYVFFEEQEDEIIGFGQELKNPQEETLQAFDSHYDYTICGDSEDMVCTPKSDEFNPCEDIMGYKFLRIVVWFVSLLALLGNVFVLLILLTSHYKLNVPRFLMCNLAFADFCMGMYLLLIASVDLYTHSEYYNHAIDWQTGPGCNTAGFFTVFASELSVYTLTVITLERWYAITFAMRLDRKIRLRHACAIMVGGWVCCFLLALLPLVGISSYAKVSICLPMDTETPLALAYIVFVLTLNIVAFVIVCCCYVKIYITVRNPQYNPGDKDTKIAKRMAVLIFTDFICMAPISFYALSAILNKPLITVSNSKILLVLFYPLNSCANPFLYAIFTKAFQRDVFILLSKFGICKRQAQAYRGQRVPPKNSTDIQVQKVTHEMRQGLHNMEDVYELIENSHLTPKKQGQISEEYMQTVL
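Cell-based HTRF cAMP assay; TSHR cells + compound, TSH EC80 (4nM final), 2 h, 37 deg C. Lysis with anti-cAMP cryptate and cAMP-d2, 30 min RT, read 665/620 nm.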
TSG101-PTAP inh – blocks PTAP/TSG101 interaction to inhibit HIV-1 budding | 340,000 tested, under 10 active | AID 493005 | Potency, µM (highest dose often 115 µM), without a hit: at the top dose activity change, negative = inhibition, actives largely listed as inhibitors | Fluorescence polarization, FITC-PTAP peptide / Tsg101 binding | Q99816; active = well fitted inhibition curve with a large enough effect in the main read-out, with a control signal flat, not every such curve was filed as active; inconclusive = small, poorly fitted or top-dose-only effect, or effect the other way, or a change in a side signal; inactive = no such curve, though single readings can be large or run the other way; also: potency is read from the fitted curve at half-maximal effect; % of control where 0% means no effect
Target sequence (Q99816 whole entry, looked up): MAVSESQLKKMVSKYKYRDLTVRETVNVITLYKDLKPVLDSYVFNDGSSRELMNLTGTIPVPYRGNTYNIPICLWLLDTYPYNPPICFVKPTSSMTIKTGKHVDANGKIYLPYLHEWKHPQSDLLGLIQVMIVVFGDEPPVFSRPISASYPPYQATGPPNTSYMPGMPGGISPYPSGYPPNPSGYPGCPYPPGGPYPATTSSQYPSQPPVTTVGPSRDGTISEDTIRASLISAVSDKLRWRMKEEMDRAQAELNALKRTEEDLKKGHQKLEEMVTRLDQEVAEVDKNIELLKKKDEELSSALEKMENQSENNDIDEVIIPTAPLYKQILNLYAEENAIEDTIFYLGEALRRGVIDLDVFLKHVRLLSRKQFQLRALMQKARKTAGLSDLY
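Compounds were pin-transferred onto Tsg101 binding domain (10 uM final) in HEPES pH 7.5 buffer, then FITC-PTAP peptide was added at 50 nM final. After 20 min at RT, polarization reported peptide displacement across a qHTS concentration series.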
TCR act – activates T cell receptor signaling | Potency, µM (titrated, usually from 9.22 µM), for inactives: at the highest dose activation of IL-2 secretion, most hits filed as activators | 330,000 tested, under 10 active | AID 504894 | primary human leukocytes, anti-CD3, IL-2 HTRF, 48 h; also: % of control where 0% means no effect
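Compounds are tested in HTS on primary human leukocytes co-incubated with a-CD3 beads for 48 hr. IL-2 output is measured by time-resolved FRET.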
ELG1 repair inh – ELG1-dependent DNA repair inhibition; HEK293T ELG1-luciferase reporter, luminescence, 16 h; DNA damage induced by 5-fluorouridine; 330,000 tested, 2.3% active; Potency, µM (series often up to 46.1 µM), without a hit: at the top dose activity change, negative = inhibition, most hits filed as inhibitors; AID 504467; also: potency is read from the fitted curve at half-maximal effect; % is scaled to controls: 0 for no effect and ±100 for the full control effect; nearly all actives have a fitted effect of over 55% in size
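DMSO vehicle served as the neutral condition. Each well held 2,000 cells given 5-fluorouridine plus compound; after 16 hr at 37 °C/5% CO2, ONE-Glo was added and luciferase measured 30 min later.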
uPA surface inh – inhibitors of cell surface uPA generation | cell surface uPA generation assay, qHTS | Potency, µM (highest dose often 38.3 µM), inactives show at the highest dose activity change, negative = inhibition, usual class: inhibitors | 330,000 tested, 0.31% active | AID 540303; active = well fitted inhibition curve with a large enough effect; inconclusive = small, poorly fitted or top-dose-only effect; inactive = no such curve, though single readings can be large or run the other way; tested in mouse RAW 264.7 cells; also: potency is read from the fitted curve at half-maximal effect; % is scaled to controls: 0 for no effect and ±100 for the full control effect; nearly all actives have a fitted effect of over 55% in size
B2AR arrestin – beta2AR (human) beta-arrestin recruitment activity; beta-arrestin recruitment to beta2AR, cell-based reporter; AID 492947; P07550; 330,000 tested, 0.02% active; Potency, µM (series often up to 46.1 µM), for the others: at the highest dose activation, most hits filed as activators;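 also: potency is read from the fitted curve at half-maximal effect; 0% = DMSO controls and full agonism = EC100 isoproterenol or metaproterenol; nearly all actives have a fitted effect of over 65% in size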
Mito fusion act – blocks mitochondrial division or promotes mitochondrial fusion; Potency, µM (series often up to 46.1 µM), without a hit: at the top dose growth rescue (activation), usual class: activators; 320,000 tested, 0.23% active; S. cerevisiae fusion-defective mutant growth rescue, CellTiterGlo 48 h;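 also: potency is read from the fitted curve at half-maximal effect; % of control where 0% means no effect; nearly all actives have a fitted effect of over 45% in size; temperature-sensitive fusion mutants such as fzo1-1 at 37 °C on non-fermentable ethanol glycerol medium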
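Yeast fusion mutant, YPEG (non-fermentable carbon), compound, 48 h at 37C non-permissive; CellTiterGlo added, 10 min RT, luminescence read. Rescued growth = division inhibition.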
Eya2 phos inh – blocks the phosphatase activity of human Eya2. recombinant Eya2, OMFP fluorescence dephosphorylation (OMFP is methylfluorescein phosphate). Potency, µM (series often up to 76.9 µM), for inactives: at the top dose activity, negative = inhibition, most hits filed as inhibitors. 330,000 tested, 0.006% active; also: potency is read from the fitted curve at half-maximal effect; % is scaled to controls: 0 for no effect and ±100 for the full control effect
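Eya2 protein (added as 0.2 uM solution) was preincubated with compound for 10 min at ambient temperature in 50 mM HEPES pH 7.5, 50 mM NaCl, 5 uM MgCl2, 0.05% BSA, 1 mM DTT. OMFP (added at 50 uM) then reacted 10 min; fluorescence read at 485/525 nm.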
BCR signal inh – blocks chronic active B-cell receptor signaling | Potency, µM (highest dose often 46.1 µM), without a hit: at the highest dose ratio change, negative = lower green/red ratio, actives largely listed as inhibitors | 340,000 tested, 0.05% active | ABC-DLBCL IkBa-CBG/CBR reporter, luminescence ratio, 4 h; active = well fitted inhibition curve with a large enough effect in the signal ratio, with a control signal flat, not every such curve was filed as active; inconclusive = small, poorly fitted or top-dose-only effect, or effect the other way, or a change in a side signal; the % refers to the signal ratio;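 also: potency is read from the fitted curve at half-maximal effect; plate controls were basal doxycycline-induced cells for no effect and cells given 10 µM MG132 for full effect; MG132 reads +100%, hits lower the ratio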
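Compounds up to 46 uM were incubated four hours with TMD8 cells whose green CBG68 luciferase is fused to IkappaBalpha; red CBR luminescence normalised the signal, and concentration-effect curves were fitted to fusion, red and ratio data.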
USP2a block – blocks human ubiquitin-specific protease USP2a | 330,000 tested, 0.01% active | Potency, µM (titrated, usually from 38.3 µM), inactives show top-dose activity change, negative = inhibition, usual class: inhibitors | O75604 | USP2 core, Ub-CHOP2 coupled fluorogenic reporter, 485/531 | AID 463254;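 also: potency is read from the fitted curve at half-maximal effect; plate controls were DMSO wells for no effect and full inhibition by NEM control for full effect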
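USP2 core (10nM final) preincubated 30min RT with compound in 20mM Tris-HCl pH 8.0, 2mM CaCl2, 2mM beta-mercaptoethanol, 0.05% CHAPS; 25nM Ub-CHOP2 plus 25nM reporter substrate added, fluorescence (Ex485/Em531) read after 60min.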
* hit, by the source's call; [ ] = dose if it differs, or a comment. Unless noted, calls follow the shape of the dose curve; as a rule, active = well fitted curve in the direction sought with a large enough effect; inconclusive = small, poorly fitted or top-dose-only effect, or another doubt; inactive = no such curve, though single readings can be large; an effect the other way counts as inactive or inconclusive.

C=CCOc1ccc(/C=C/C(=O)OCC(=O)N2CCCc3ccccc32)cc1 was read as Tb PFK inh -3%, TSHR antag -8, TSG101-PTAP inh 0%, TCR act -1%, ELG1 repair inh -9%, uPA surface inh 8%, B2AR arrestin -0.1%, Mito fusion act -4%, Eya2 phos inh inconclusive, BCR signal inh -4% and USP2a block 0%.
For Cc1nnc2n1NC(c1ccc(Cl)cc1)C(C(=O)N(C)C1CCCCC1)S2 (stereo unspecified) the results were Tb PFK inh -3%, TSHR antag -13, TSG101-PTAP inh -4%, TCR act 4%, ELG1 repair inh 3%, uPA surface inh 1%, B2AR arrestin -0.4%, Mito fusion act -4%, Eya2 phos inh 4%, BCR signal inh 2% and USP2a block 0%.
Screening CC(C)CC(=O)NC(=S)Nc1nc(-c2ccccc2)cs1 returned Tb PFK inh 1%, TSHR antag 8, TSG101-PTAP inh -1%, TCR act 9%[46.1 µM], ELG1 repair inh inconclusive, uPA surface inh 5%, B2AR arrestin -0.2%, Mito fusion act 4%, Eya2 phos inh -7%, BCR signal inh inconclusive and USP2a block 0%.
`O=C(CNC(=O)c1ccc(F)cc1)NCc1ccc(Cl)cc1` gave Tb PFK inh -5%, TSHR antag 0, TSG101-PTAP inh -4%, TCR act -4%, ELG1 repair inh 2%, uPA surface inh -8%, B2AR arrestin -0.1%, Mito fusion act 1%, Eya2 phos inh 6%, BCR signal inh 1% and USP2a block -5%.
`Cn1c(=O)cc(SCC(=O)N2CCCC2)c2cc(Cl)ccc21` gave Tb PFK inh 3%, TSHR antag 11, TSG101-PTAP inh -3%, TCR act 13%, ELG1 repair inh inconclusive, uPA surface inh -3%, B2AR arrestin 0.8%, Mito fusion act 2%, Eya2 phos inh 18%, BCR signal inh 2% and USP2a block 2%.
Cc1cc(OC(=O)c2ccco2)c(Sc2ccccc2[N+](=O)[O-])c(=O)o1 was read as Tb PFK inh -2%, TSHR antag -2, TSG101-PTAP inh -3%, TCR act 1%, ELG1 repair inh 0%, uPA surface inh 3%, B2AR arrestin 0.0%, Mito fusion act -7%, Eya2 phos inh -12%, BCR signal inh 4% and USP2a block 1%.
O=c1[nH]c(SCc2nc3c(cnn3-c3ccccc3)c(=O)[nH]2)nc2ccccc12 was read as Tb PFK inh 0%, TSHR antag 13, TSG101-PTAP inh 7%, TCR act 9%, ELG1 repair inh inconclusive, uPA surface inh -14%, B2AR arrestin -0.5%, Mito fusion act 2%, Eya2 phos inh -1%, BCR signal inh inconclusive and USP2a block 4%.
For COc1ccccc1C1C=C(c2ccc(C)cc2)Nc2nnnn21 (stereo unspecified) the results were Tb PFK inh -3%, TSHR antag -8, TSG101-PTAP inh 0%, TCR act -6%, ELG1 repair inh inconclusive, uPA surface inh 1%, B2AR arrestin -0.1%, Mito fusion act -5%, Eya2 phos inh 6%, BCR signal inh 2% and USP2a block -5%.
For FC(F)(F)c1cccc(Oc2ccc3c(C(F)(F)F)cc(C(F)(F)F)nc3n2)c1 the results were Tb PFK inh 0%, TSHR antag -18, TSG101-PTAP inh -2%, TCR act -6%, ELG1 repair inh -1%, uPA surface inh -4%, B2AR arrestin -0.8%, Mito fusion act 1%, Eya2 phos inh -3%, BCR signal inh 1% and USP2a block 2%.
For O=C(Nc1cc(Cl)ccc1-n1cncn1)c1ccc([N+](=O)[O-])s1 the results were Tb PFK inh 2%, TSHR antag 17, TSG101-PTAP inh -4%, TCR act 1%, ELG1 repair inh -8%, uPA surface inh -11%, B2AR arrestin -0.3%, Mito fusion act -27%, Eya2 phos inh -3%, BCR signal inh -1% and USP2a block 0%.
For O=C(O)c1ccc(NC(=O)c2cccc(N3C(=O)C4C5CCC(C5)C4C3=O)c2)cc1 (stereo unspecified) the results were Tb PFK inh -3%, TSHR antag -3, TSG101-PTAP inh 0%, TCR act -1%[46.1 µM], ELG1 repair inh -7%, uPA surface inh 3%, B2AR arrestin -1.4%, Mito fusion act -17%, Eya2 phos inh 3%, BCR signal inh 5% and USP2a block 2%.
For CN(C)C(CNS(=O)(=O)c1ccc(Cl)cc1F)c1ccco1 (stereo unspecified) the results were Tb PFK inh -2%, TSG101-PTAP inh -1%, TCR act -5%, ELG1 repair inh 18%, uPA surface inh 1%, B2AR arrestin 0.4%, Eya2 phos inh -11%, BCR signal inh 6% and USP2a block -4%.
Cc1cccc(-n2c(C)nc3cc(C(=O)NCc4ccc5c(c4)OCO5)ccc32)c1 was read as Tb PFK inh 2%, TSHR antag -6, TSG101-PTAP inh -2%, TCR act 1%[46.1 µM], ELG1 repair inh inconclusive, uPA surface inh 4%, B2AR arrestin 0.7%, Mito fusion act 15%, Eya2 phos inh -10%, BCR signal inh 1% and USP2a block 0%.
Screening N#Cc1ccc(OCC(=O)NCCc2ccc(S(N)(=O)=O)cc2)cc1 returned Tb PFK inh -6%, TSHR antag -4, TSG101-PTAP inh -1%, TCR act -1%, ELG1 repair inh 10%, uPA surface inh 4%, B2AR arrestin 2.1%, Mito fusion act -2%, Eya2 phos inh -4%, BCR signal inh 6% and USP2a block 0%.
`CCOC(=O)CNC(=O)CSc1nc(N(C)C)nc(N2CCOCC2)n1` gave Tb PFK inh 5%, TSHR antag -12, TSG101-PTAP inh -1%, TCR act 7%, ELG1 repair inh 3%, uPA surface inh -2%, B2AR arrestin -0.7%, Mito fusion act -2%, Eya2 phos inh -8%, BCR signal inh 1% and USP2a block 2%.
Cc1ccc(C2(c3noc(CN4CCC(c5ccncc5)CC4)n3)CCCC2)cc1 was read as Tb PFK inh 0%, TSHR antag -13, TSG101-PTAP inh -6%, TCR act 3%, ELG1 repair inh 16µM*, uPA surface inh -4%, B2AR arrestin 0.1%, Mito fusion act 14%, Eya2 phos inh 1%, BCR signal inh 1% and USP2a block -2%.
`COCCN1Cc2cccc(C(=O)NC(C)c3cccs3)c2C1=O` (stereo unspecified) gave Tb PFK inh 1%, TSHR antag 4, TSG101-PTAP inh -7%, ELG1 repair inh -7%, uPA surface inh 2%, B2AR arrestin 0.4%, Mito fusion act -1%, Eya2 phos inh 8%, BCR signal inh 1% and USP2a block 0%.
For CCOc1ccc(OCCC(=O)NNC(=O)c2cc(C)oc2C)cc1 the results were Tb PFK inh -7%, TSHR antag -3, TSG101-PTAP inh -2%, TCR act -1%, ELG1 repair inh 8%, uPA surface inh 3%, B2AR arrestin 0.0%, Mito fusion act -1%, Eya2 phos inh -2%, BCR signal inh 9% and USP2a block 5%.
Screening Cc1cc(C(=O)COC(=O)c2ccccc2Br)c(C)n1CC1CCCO1 (stereo unspecified) returned Tb PFK inh 1%, TSHR antag -8, TSG101-PTAP inh -6%, TCR act 1%, ELG1 repair inh inconclusive, uPA surface inh -14%, B2AR arrestin -0.3%, Mito fusion act 5%, Eya2 phos inh -2%, BCR signal inh 7% and USP2a block -3%.
For O=C(CN1CCN(Cc2ccccc2)CC1)N/N=C/c1ccc(Br)s1 the results were Tb PFK inh -6%, TSHR antag 3, TSG101-PTAP inh -4%, TCR act -49%, ELG1 repair inh 9.2µM*, uPA surface inh 8%, B2AR arrestin 0.1%, Mito fusion act -5%, Eya2 phos inh -23%, BCR signal inh -1% and USP2a block 4%.
Screening COc1ccc(NC2CC(=O)N(c3ccccc3)C2=O)cc1 (stereo unspecified) returned Tb PFK inh -4%, TSHR antag 7, TSG101-PTAP inh 0%, TCR act 4%, ELG1 repair inh inconclusive, uPA surface inh 1%, B2AR arrestin -0.4%, Mito fusion act -1%, Eya2 phos inh -16%, BCR signal inh inconclusive and USP2a block -1%.
Cc1ccc(O)c(-c2cc(C(=O)Nc3ccc(S(=O)(=O)N4CC(C)OC(C)C4)cc3)[nH]n2)c1 (stereo unspecified) was read as Tb PFK inh -5%, TSHR antag -6, TSG101-PTAP inh -4%, TCR act -3%, ELG1 repair inh 8.2µM*, uPA surface inh -10%, B2AR arrestin 0.1%, Mito fusion act -1%, Eya2 phos inh 0%, BCR signal inh inconclusive and USP2a block -1%.
For C=CCNC(=S)Nc1nc2c(cc1C(=O)OCC)CCCC2 the results were Tb PFK inh -2%, TSHR antag 16, TSG101-PTAP inh -1%, TCR act -1%[46.1 µM], ELG1 repair inh inconclusive, uPA surface inh -4%, B2AR arrestin 0.2%, Mito fusion act 9%, Eya2 phos inh -1%, BCR signal inh -2% and USP2a block 0%.

High-throughput results: PubChem BioAssay, National Center for Advancing Translational Sciences (NCATS)

This is a random part of the collection; 3% or so of the library scored in one or more.
